Screening results deposited in PubChem BioAssay by Sanford-Burnham Center for Chemical Genomics.
GRIN3A LBD mod: binders of NR3A ligand-binding domain, primary screen, biophysical, differential scanning fluorimetry, uHTS. Tm shift relative to glycine control, % at 25 µM. Glutamate receptor ionotropic, NMDA 3A (GRIN3A) ligand-binding domain. NR3A LBD differential scanning fluorimetry, Tm shift; 0% = protein alone, 100% = glycine-bound protein. AID 1259313, 2017. hit rate 2.5% among 340,000;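 active = melting temperature shift of at least 10% of the positive control shift, at one fixed dose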
MPTP block: mitochondrial permeability transition pore inhibitors, primary screen, biochemical, isolated mouse mitochondria, absorbance | Ca2+ swelling absorbance, 30 min | inhibition, % at 10 µM | hit rate 1.4% among 360,000;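 active = inhibition of 50% or more, scaled per plate between neutral and stimulator controls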;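 also: 0% = DMSO wells given calcium and 100% = 1 mM EGTA wells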
SENP7 block: SENP7 protease inhibitors, primary screen, biochemical, luminescence, uHTS; Sentrin-specific protease 7 (Homo sapiens), Q9BQF6; recombinant SENP7, Z-RLRGG-aminoluciferin luminescence, 40 min; inhibition, % at 5 µM; hit rate 1.5% among 330,000; AID 434973, 2010;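 active = inhibition above about 50% at the single test dose, limit read from the data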;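 also: plate controls were DMSO with enzyme for no effect and no enzyme buffer wells for full effect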
ATG4B inh: ATG4B protease inhibitors, primary screen, biochemical, fluorescence, uHTS. Cysteine protease ATG4B (Homo sapiens), Q9Y4P1. ATG4B cleavage of LC3-PLA2, NBD-HPC fluorescence, 1 h. inhibition, % at 8.33 µM. hit rate 0.51% among 340,000. AID 504462, 2011; in the data active = inhibition above about 40%
SENP6 inh: SENP6 protease inhibitors, primary screen, biochemical, luminescence, uHTS. Sentrin-specific protease 6 (Homo sapiens), Q9GZR1. Recombinant SENP6 catalytic domain, aminoluciferin luminescence. inhibition, % at 10 µM. hit rate 1.8% among 330,000. AID 2599, 2010;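 active = inhibition above about 50% at the single tested dose, limit read from the data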;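 also: plate controls were DMSO wells with enzyme for no effect and DMSO wells lacking enzyme for full effect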
HKDC1 inh: HKDC1 hexokinase inhibitors, primary screen, biochemical, fluorescence, uHTS | Q2TB90 | recombinant HKDC1, G6PDH/diaphorase resazurin coupled fluorescence | inhibition, % at 20 µM | hit rate 0.16% among 340,000;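 active = inhibition above about 35% when tested at 20 µM, limit read from the data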;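 also: plate controls were DMSO wells with enzyme for no effect and DMSO wells lacking enzyme for full effect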
Target sequence (Q2TB90 whole entry, looked up): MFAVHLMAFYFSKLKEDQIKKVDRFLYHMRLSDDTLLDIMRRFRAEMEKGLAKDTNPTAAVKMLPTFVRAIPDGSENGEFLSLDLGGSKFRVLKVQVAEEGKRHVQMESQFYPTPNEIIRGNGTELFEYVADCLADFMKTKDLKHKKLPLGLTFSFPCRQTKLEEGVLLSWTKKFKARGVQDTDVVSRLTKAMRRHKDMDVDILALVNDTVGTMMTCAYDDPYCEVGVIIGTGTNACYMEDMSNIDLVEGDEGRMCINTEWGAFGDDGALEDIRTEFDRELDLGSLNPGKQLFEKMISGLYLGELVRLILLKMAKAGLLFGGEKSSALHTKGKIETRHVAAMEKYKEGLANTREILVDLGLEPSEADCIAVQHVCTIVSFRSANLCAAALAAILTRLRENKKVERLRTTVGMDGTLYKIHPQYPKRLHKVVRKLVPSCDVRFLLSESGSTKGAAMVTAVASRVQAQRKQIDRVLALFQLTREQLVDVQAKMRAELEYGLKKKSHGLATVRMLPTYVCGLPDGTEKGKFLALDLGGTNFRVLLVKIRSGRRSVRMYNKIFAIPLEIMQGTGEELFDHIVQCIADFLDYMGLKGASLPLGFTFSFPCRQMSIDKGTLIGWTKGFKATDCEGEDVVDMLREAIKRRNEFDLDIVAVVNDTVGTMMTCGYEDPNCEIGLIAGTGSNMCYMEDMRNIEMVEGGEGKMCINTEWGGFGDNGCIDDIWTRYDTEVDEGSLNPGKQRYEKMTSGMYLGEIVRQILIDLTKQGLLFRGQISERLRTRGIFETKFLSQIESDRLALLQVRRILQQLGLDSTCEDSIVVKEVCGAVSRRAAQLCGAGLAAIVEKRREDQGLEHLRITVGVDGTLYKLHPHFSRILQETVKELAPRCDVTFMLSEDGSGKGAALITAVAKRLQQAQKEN
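Test system: recombinant HKDC1 (HK5) hexokinase enzyme, produced in-house; Amount: enzyme 5 µg/mL final; Buffer or medium: Tris pH 8.0 buffer with MgCl2, Tween-20, BSA, BME; Reagent: glucose and ATP substrates; Doses: 20 µM test compound, 1% DMSO; Incubation: 90 min reaction incubation at room temperature, dark; Detection: resorufin fluorescence at 613 nm.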
PfGluPho inh: PfG6PD enzyme inhibitors, primary screen, biochemical, fluorescence intensity, uHTS; glucose-6-phosphate dehydrogenase-6-phosphogluconolactonase (Plasmodium falciparum 3D7); hit rate 0.78% among 350,000; inhibition, % at 20 µM; PfGluPho enzyme, NADPH resazurin-diaphorase fluorescence;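 active = inhibition reaching at least a set limit at 20 µM in the primary screen, cut at about 59% in these data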;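 also: 0% = DMSO wells with substrate and 100% = DMSO wells lacking glucose-6-phosphate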
SENP8 block: human SENP8 protease inhibitors, primary screen, biochemical, fluorescence, Nedd8 protein substrate, uHTS; Sentrin-specific protease 8 (Homo sapiens), Q96LD8; hit rate 0.64% among 360,000; inhibition, % at 20 µM; AID 602440, 2012; recombinant SENP8; in the data active = inhibition mostly above about 40%, no sharp cut-off; inactive = mostly below about 27%
Target sequence (Q96LD8 whole entry, looked up): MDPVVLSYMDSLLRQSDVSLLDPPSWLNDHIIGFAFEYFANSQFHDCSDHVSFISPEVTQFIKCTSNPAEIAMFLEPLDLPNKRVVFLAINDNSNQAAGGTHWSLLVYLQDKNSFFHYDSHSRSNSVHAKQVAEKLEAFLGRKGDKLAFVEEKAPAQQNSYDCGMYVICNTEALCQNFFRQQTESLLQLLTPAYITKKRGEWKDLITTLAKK
The depositor's hits bear a star.

How did Cc1nc2ccccc2nc(=O)c1NNc1ccc([N+](=O)[O-])cc1 do in these assays?
GRIN3A LBD mod: 7; MPTP block: 1.7; SENP7 block: -8; ATG4B inh: -5; SENP6 inh: 0; HKDC1 inh: -1; PfGluPho inh: 24; SENP8 block: -32

Results for O=C1CN(C(=O)NCC(=O)N2CCCC2)c2ccccc2N1 ?
GRIN3A LBD mod: 2; MPTP block: 1.6; SENP7 block: -16; ATG4B inh: -1; SENP6 inh: 0; HKDC1 inh: -4; PfGluPho inh: 2; SENP8 block: 1

How did COc1ccc(C(=O)N2CCN(c3cccc(C)c3C)CC2)cc1S(=O)(=O)NC1CC1 do in these assays?
GRIN3A LBD mod: 2; MPTP block: -2.9; SENP7 block: -5; ATG4B inh: -11; SENP6 inh: -21; HKDC1 inh: -3; PfGluPho inh: 2; SENP8 block: 1

How did COCc1ccc(C(=O)N2CCCC(C(=O)c3ccc(SC)cc3)C2)s1 (configuration not stated) do in these assays?
GRIN3A LBD mod: -1; MPTP block: 0.2; SENP7 block: -9; ATG4B inh: 17; SENP6 inh: -10; HKDC1 inh: -6; PfGluPho inh: -13; SENP8 block: 5

What do the screens show for `CSc1ncccc1C(=O)OCC(=O)N(CC(C)C)C1CCS(=O)(=O)C1` (configuration not stated)?
GRIN3A LBD mod: -2; MPTP block: -0.3; SENP7 block: 7; ATG4B inh: -14; SENP6 inh: 8; HKDC1 inh: -3; PfGluPho inh: 12; SENP8 block: 8

Results for Cc1ccc(CNC(=O)c2ccc(Cl)c(S(=O)(=O)N3CCCCC3)c2)cc1 ?
GRIN3A LBD mod: -5; MPTP block: 2.7; SENP7 block: 2; ATG4B inh: -2; SENP6 inh: -3; HKDC1 inh: -3; PfGluPho inh: 1; SENP8 block: 11

Results for O=C(Nc1ccc(N2CCOCC2)cc1)c1ccc(Cl)cc1N1CCCC1=O ?
GRIN3A LBD mod: 6; MPTP block: -0.5; SENP7 block: 4; ATG4B inh: 6; SENP6 inh: 2; HKDC1 inh: 14; PfGluPho inh: 0; SENP8 block: 9

How did COc1ccc(CCNC(=O)CCn2c(=O)c3cccn3c3ccc(F)cc32)c(OC)c1OC do in these assays?
GRIN3A LBD mod: 0; MPTP block: 2.3; SENP7 block: -8; ATG4B inh: -8; SENP6 inh: 11; HKDC1 inh: -11; PfGluPho inh: 12; SENP8 block: -21

Results for CC(C)(C)C1=NN(C(=O)c2ccccc2)C(O)(C(C)(C)C)C1 (configuration not stated) ?
GRIN3A LBD mod: 0; MPTP block: -1.0; SENP7 block: 2; ATG4B inh: -10; SENP6 inh: 9; HKDC1 inh: -4; PfGluPho inh: -28; SENP8 block: 14

How did CN(C)/C=C/C(=O)/C=C/c1cn(-c2ncc(C(F)(F)F)cc2Cl)c2ccccc12 do in these assays?
GRIN3A LBD mod: -1; MPTP block: -0.2; SENP7 block: 0; ATG4B inh: 9; SENP6 inh: 8; HKDC1 inh: 5; PfGluPho inh: 7; SENP8 block: -90

Results for CCn1c(=O)c2cc(C(=O)NCCN(C)C)sc2c2ccccc21 ?
GRIN3A LBD mod: 1; MPTP block: -0.4; SENP7 block: 3; ATG4B inh: -6; SENP6 inh: 7; HKDC1 inh: 4; PfGluPho inh: 10; SENP8 block: -281

Results for COc1ccc(/C=C2\C(=O)c3ccccc3OC2c2ccccc2)cc1 (configuration not stated) ?
GRIN3A LBD mod: 1; MPTP block: 0.7; SENP7 block: -2; ATG4B inh: -8; SENP6 inh: -8; HKDC1 inh: 3; PfGluPho inh: 21; SENP8 block: -43

Brought forward from above: two entries, followed by the next part.
Results for CCn1c(=O)c2cc(C(=O)NCCN(C)C)sc2c2ccccc21 ?
GRIN3A LBD mod: 1; MPTP block: -0.4; SENP7 block: 3; ATG4B inh: -6; SENP6 inh: 7; HKDC1 inh: 4; PfGluPho inh: 10; SENP8 block: -281

Results for COc1ccc(/C=C2\C(=O)c3ccccc3OC2c2ccccc2)cc1 (configuration not stated) ?
GRIN3A LBD mod: 1; MPTP block: 0.7; SENP7 block: -2; ATG4B inh: -8; SENP6 inh: -8; HKDC1 inh: 3; PfGluPho inh: 21; SENP8 block: -43

Results for O=C(Nc1ccncc1)c1ccc(Br)cc1 ?
GRIN3A LBD mod: -1; MPTP block: -0.2; SENP7 block: -1; ATG4B inh: 0; SENP6 inh: -11; HKDC1 inh: -7; PfGluPho inh: -9; SENP8 block: 8

How did Cc1ccc(C(=O)OCC(=O)NC(C)C)cc1S(=O)(=O)N1CCOCC1 do in these assays?
GRIN3A LBD mod: -1; MPTP block: -0.2; SENP7 block: -9; ATG4B inh: 6; SENP6 inh: 1; HKDC1 inh: -2; PfGluPho inh: -3; SENP8 block: -2

What do the screens show for `O=C(CCl)Nc1cccc2ncccc12`?
GRIN3A LBD mod: 4; MPTP block: 1.6; SENP7 block: 3; ATG4B inh: 0; SENP6 inh: 13; HKDC1 inh: 25; PfGluPho inh: 40; SENP8 block: -18

Results for CC(C)(C)CN1C(N)=NC[C@H]1Cc1ccc(O)cc1 ?
GRIN3A LBD mod: -1; MPTP block: -1.2; SENP7 block: -12; ATG4B inh: -6; SENP6 inh: -10; HKDC1 inh: 0; PfGluPho inh: -1; SENP8 block: 13

Results for COc1ccccc1NC(=O)C1CCCN(c2cc(C)nc3ncnn23)C1 (configuration not stated) ?
GRIN3A LBD mod: -2; MPTP block: -0.9; SENP7 block: -6; ATG4B inh: -4; SENP6 inh: -3; HKDC1 inh: -12; PfGluPho inh: -41; SENP8 block: 26

What do the screens show for `O=C(Nc1cccc(C(F)(F)F)c1)C(SCCO)c1ccccc1` (configuration not stated)?
GRIN3A LBD mod: -7; MPTP block: 22; SENP7 block: 3; ATG4B inh: -13; SENP6 inh: -7; HKDC1 inh: 1; PfGluPho inh: 13; SENP8 block: 10

Results for CSCCC(NC(=O)c1ccc(Cl)cc1)C(=O)OCC(=O)c1ccc[nH]1 (configuration not stated) ?
GRIN3A LBD mod: 1; MPTP block: -1.9; SENP7 block: -3; ATG4B inh: 25; SENP6 inh: -5; HKDC1 inh: 11; PfGluPho inh: -7; SENP8 block: 5

What do the screens show for `O=C(c1ccc2nc(Cc3ccccc3F)oc2c1)N1CC[C@H](O)C1`?
GRIN3A LBD mod: -1; MPTP block: -1.7; SENP7 block: -2; ATG4B inh: -3; SENP6 inh: 12; HKDC1 inh: 2; PfGluPho inh: 13; SENP8 block: 12

How did CCCCOC(=O)c1ccc(NC(c2ccc(C)cc2)P(=O)(OC)OC)cc1 (configuration not stated) do in these assays?
GRIN3A LBD mod: -31; MPTP block: -0.5; SENP7 block: 5; ATG4B inh: -7; SENP6 inh: -22; HKDC1 inh: 2; PfGluPho inh: 18; SENP8 block: 19

What do the screens show for `Cc1sc2ncnc(NCc3ccco3)c2c1C`?
GRIN3A LBD mod: -2; MPTP block: 3.3; SENP7 block: 0; ATG4B inh: 6; SENP6 inh: -8; HKDC1 inh: 3; PfGluPho inh: 7; SENP8 block: 3

What do the screens show for `COc1ccc(N(CC(=O)NCc2ccc(F)cc2)C(=O)CCC(=O)Nc2ccccn2)cc1`?
GRIN3A LBD mod: -1; MPTP block: 0.0; SENP7 block: 6; ATG4B inh: 7; SENP6 inh: -24; HKDC1 inh: 4; PfGluPho inh: 2; SENP8 block: 11

Results for O=C1CCC(C(=O)OC(C(=O)Nc2cc(Cl)cc(Cl)c2)c2ccccc2)=NN1 (configuration not stated) ?
GRIN3A LBD mod: -4; MPTP block: -0.1; SENP7 block: 4; ATG4B inh: -14; SENP6 inh: -4; HKDC1 inh: 2; PfGluPho inh: 11; SENP8 block: 2

Brought forward from above: 2 entries; new compounds follow.
What do the screens show for `COc1ccc(N(CC(=O)NCc2ccc(F)cc2)C(=O)CCC(=O)Nc2ccccn2)cc1`?
GRIN3A LBD mod: -1; MPTP block: 0.0; SENP7 block: 6; ATG4B inh: 7; SENP6 inh: -24; HKDC1 inh: 4; PfGluPho inh: 2; SENP8 block: 11

Results for O=C1CCC(C(=O)OC(C(=O)Nc2cc(Cl)cc(Cl)c2)c2ccccc2)=NN1 (configuration not stated) ?
GRIN3A LBD mod: -4; MPTP block: -0.1; SENP7 block: 4; ATG4B inh: -14; SENP6 inh: -4; HKDC1 inh: 2; PfGluPho inh: 11; SENP8 block: 2

How did CCCc1cc(C(=O)O)c2ccccc2n1 do in these assays?
GRIN3A LBD mod: 2; MPTP block: -0.2; SENP7 block: -6; ATG4B inh: -9; SENP6 inh: -4; HKDC1 inh: -11; PfGluPho inh: 14; SENP8 block: 12

Results for C=CCNCCCOc1ccc(C(C)(C)c2ccccc2)cc1 ?
GRIN3A LBD mod: 2; MPTP block: 2.8; SENP7 block: 6; ATG4B inh: 4; SENP6 inh: 5; HKDC1 inh: -11; PfGluPho inh: 5; SENP8 block: 20

What do the screens show for `CCCCC1=CC2=CC(=O)C(C)(OC(=O)CC)C(=O)C2=CN1Cc1ccc(OC)cc1` (configuration not stated)?
GRIN3A LBD mod: -1; MPTP block: 0.4; SENP7 block: -5; ATG4B inh: -17; SENP6 inh: 7; HKDC1 inh: 22; PfGluPho inh: 34; SENP8 block: -178

Results for COc1ccc(N=C2SC(C(N)=O)CC(=O)N2CCc2ccc(OC)c(OC)c2)cc1 (configuration not stated) ?
GRIN3A LBD mod: 0; MPTP block: -3.1; SENP7 block: -1; ATG4B inh: -15; SENP6 inh: -15; HKDC1 inh: -3; PfGluPho inh: -11; SENP8 block: 16

What do the screens show for `Cc1cc(C)cc(C(=O)NC(CC(N)=O)c2ccc(N3CCC(N4CCCCC4)CC3)c([N+](=O)[O-])c2)c1` (configuration not stated)?
GRIN3A LBD mod: -1; MPTP block: -0.7; SENP7 block: -2; ATG4B inh: -10; SENP6 inh: -10; HKDC1 inh: -2; PfGluPho inh: -10; SENP8 block: 10

Results for O=C(CSc1ncnc2ccccc12)N1CCNC1=O ?
GRIN3A LBD mod: -2; MPTP block: 0.2; SENP7 block: -1; ATG4B inh: 3; SENP6 inh: -17; HKDC1 inh: -9; PfGluPho inh: -2; SENP8 block: -1

Results for Cn1ncc(N=Cc2ccc([N+](=O)[O-])cc2)c1C(=O)Nc1ccccc1 ?
GRIN3A LBD mod: 14*; MPTP block: 0.3; SENP7 block: -5; ATG4B inh: 3; SENP6 inh: -4; HKDC1 inh: -1; PfGluPho inh: 7; SENP8 block: -11

What do the screens show for `CCc1nnc(NC(=O)c2ccc(S(=O)(=O)N(CC)Cc3ccccc3)cc2)o1`?
GRIN3A LBD mod: -5; MPTP block: -7.3; SENP7 block: 10; ATG4B inh: -7; SENP6 inh: 6; HKDC1 inh: -1; PfGluPho inh: -31; SENP8 block: 22

How did CCSc1nnc(NC(=O)CSc2nc3c(c(=O)n2-c2ccccc2OC)SCC3)s1 do in these assays?
GRIN3A LBD mod: -2; MPTP block: -2.0; SENP7 block: 11; ATG4B inh: -6; SENP6 inh: 6; HKDC1 inh: -7; PfGluPho inh: 7; SENP8 block: 1

Results for COC(=O)C1=C(C)OC(N)=C(C#N)C1c1c(C)nn(-c2ccccc2)c1Cl (configuration not stated) ?
GRIN3A LBD mod: 1; MPTP block: 0.4; SENP7 block: -1; ATG4B inh: -6; SENP6 inh: -8; HKDC1 inh: -2; PfGluPho inh: 26; SENP8 block: 15

How did CN(C)c1ccc(NC(=O)CC(NCc2ccccn2)C(=O)O)cc1 (configuration not stated) do in these assays?
GRIN3A LBD mod: 0; MPTP block: 1.8; SENP7 block: -2; ATG4B inh: 6; SENP6 inh: -14; HKDC1 inh: 5; PfGluPho inh: 8; SENP8 block: 16
